TDP1 cell CPT: growth inhibition of DT40 Tdp1-/-;hTDP1 cells with camptothecin (screen for TDP1 inhibitors); chicken DT40 Tdp1-/-;hTDP1 cells + 20 nM CPT, ATP luminescence, 48 h; Potency, µM (top dose mostly 46.2 µM), inactives show top-dose activity change, negative = growth inhibition, most hits filed as inhibitors; hit rate 12% among 420,000; AID 686979; also: nearly all actives have a fitted effect of over 55% in size
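Chicken DT40 Tdp1-/- cells complemented with human TDP1, 400 cells/well, exposed to compounds plus 20 nM camptothecin for at least 48 h at 37 C; viability read as ATP content by CellTiter-Glo luminescence.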
TDP1 cell noCPT: qHTS for Inhibitors of human tyrosyl-DNA phosphodiesterase 1 (TDP1): qHTS in cells in absence of CPT; DT40 Tdp1-/- hTDP1 cells, no CPT, ATP luminescence, 48 h; Potency, µM (highest dose often 46.2 µM), inactives show top-dose activity change, negative = growth inhibition, actives largely listed as inhibitors; hit rate 15% among 420,000; also: nearly all actives have a fitted effect of over 55% in size
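A cellular qHTS used chicken DT40 cells lacking endogenous Tdp1 but carrying stably transfected human TDP1. Compounds were applied without camptothecin, and cell growth kinetics were judged by ATP-dependent luminescence after ≥48 hr.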
GCN5L2 inh: GCN5L2 (KAT2A) acetyltransferase inhibition. Q92830. GCN5L2 HAT assay, ThioGlo1 CoA-SH fluorescence. Potency, µM (titrated, usually from 58.9 µM), for inactives: at the highest dose activity change, negative = inhibition, actives largely listed as inhibitors. hit rate 0.21% among 390,000
Target sequence (Q92830 whole entry, looked up): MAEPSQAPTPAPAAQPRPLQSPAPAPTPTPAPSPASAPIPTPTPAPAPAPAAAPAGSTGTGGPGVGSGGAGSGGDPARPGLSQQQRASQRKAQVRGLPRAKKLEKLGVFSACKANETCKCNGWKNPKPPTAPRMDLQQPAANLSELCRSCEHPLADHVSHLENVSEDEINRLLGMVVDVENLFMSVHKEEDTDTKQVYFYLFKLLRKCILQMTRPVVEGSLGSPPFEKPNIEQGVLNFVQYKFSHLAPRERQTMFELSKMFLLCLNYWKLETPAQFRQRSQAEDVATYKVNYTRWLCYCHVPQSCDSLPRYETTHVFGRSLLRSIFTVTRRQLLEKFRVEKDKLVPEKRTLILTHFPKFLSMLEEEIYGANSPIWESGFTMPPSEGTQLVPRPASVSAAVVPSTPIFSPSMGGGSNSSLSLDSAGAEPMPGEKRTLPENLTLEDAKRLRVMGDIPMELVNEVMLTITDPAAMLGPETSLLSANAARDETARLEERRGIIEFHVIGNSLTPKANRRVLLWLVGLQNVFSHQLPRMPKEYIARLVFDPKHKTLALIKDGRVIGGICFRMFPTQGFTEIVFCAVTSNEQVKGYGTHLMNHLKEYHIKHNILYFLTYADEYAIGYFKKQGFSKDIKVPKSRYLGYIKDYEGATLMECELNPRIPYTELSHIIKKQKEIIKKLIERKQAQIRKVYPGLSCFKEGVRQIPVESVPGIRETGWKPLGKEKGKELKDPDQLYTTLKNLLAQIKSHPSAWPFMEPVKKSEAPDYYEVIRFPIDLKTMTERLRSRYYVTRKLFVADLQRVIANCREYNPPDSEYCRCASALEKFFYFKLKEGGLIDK
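GCN5L2 (20 nM) in 50mM HEPES pH 7.5, 0.1mM EDTA, 0.01% Tween-20 preincubated 15 min with compounds at room temperature. Reaction started with H3(1-25) 75uM, acetyl-CoA 70uM, ThioGlo1 50uM; CoA-thiol fluorescence (Ex340/Em540) read at 0 and 20 min.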
* hit, by the source's call; u = inconclusive; x = not tested or not shown; & = joins results of further samples. Calls follow the shape of the dose curve; as a rule, active = well fitted curve in the direction sought with a large enough effect; inconclusive = small, poorly fitted or top-dose-only effect, or another doubt; inactive = no such curve, though single readings can be large; an effect the other way counts as inactive or inconclusive. % is scaled to controls: 0 for no effect and ±100 for the full control effect; potency is read from the fitted curve at half-maximal effect.

SMILES	TDP1 cell CPT	TDP1 cell noCPT	GCN5L2 inh
CC/C(=N\NC(=O)C1CCCC1)c1cccc(Br)c1	-8.3%	15.8%	-2.0%
Cc1ccc(S(=O)(=O)N2CCCCCC2)cc1C(=O)NCc1ccccn1	-11.6%	u	-6.7%
OCCC1CN(Cc2cccc3c2OCO3)CCN1C1CCCC1 (centres undefined)	-27.4%	-12.3%	-1.0%
O=C(Cc1csc(NC(=O)Nc2ccc(Cl)cc2)n1)NC1CCCC1	u	u	-0.1%
O=C(NC(NC(=S)Nc1c(Cl)cccc1Cl)C(Cl)(Cl)Cl)c1cccc([N+](=O)[O-])c1 (centres undefined)	20.6µM*	11.6µM*	-20.0%
O=c1[nH]cnc(O)c1Nc1cccc(Cl)c1	-7.3%	-25.8%	x
CCOc1ccc(NC(=S)NCC(c2cccnc2)N2CCOCC2)cc1 (centres undefined)	-24.8%	-12.4%	-1.5%
COc1cc(NC(=O)C2=CC(c3ccc(C)cc3)=NS(=O)(=O)N2C)cc(OC)c1OC	u	-45.5%	-11.2%
CCCCN(CCCC)Cc1cc(=O)oc2ccccc12	-15.2%	u	x
OC[C@@H]1CN(CCN2CCOCC2)C[C@H](n2cnc3c(N4CCOCC4)ncnc32)O1	-27.5%	-7.1%	x
Cc1cc(O)c(C(=O)/C=C/c2ccc(C(C)C)cc2)c(=O)o1	-21.3%	u	-2.5%
COc1ccc(-c2[nH][nH]c(=O)c2NC(=O)c2ccccn2)cc1	-25.0%	5.1%	x
O=c1c(CO)cc(CO)cc(CO)c1O	0.5%	-29.1%	-12.8%
CCc1ccc(CN2CCC(Oc3cc(C(=O)NC4CC4)ccc3OC)CC2)cc1	-31.6%	14.6µM*	x
CCN(CC)C(=O)CSc1nc(O)cc(=O)n1CC	-1.1%	13.1%	-11.4%
COc1ccccc1C(=O)Nc1ccc(OCC(=O)N2CC(C)CC(C)C2)cc1 (centres undefined)	u	u	-5.8%
CCCc1nnc(NC(=O)C2CC(=O)N(C3CCCC3)C2)s1 (centres undefined)	-7.5%	-1.1%	-1.7%
O=C(NCCC1=CCCCC1)c1ccc(Cl)c([N+](=O)[O-])c1	u	16.4µM*	-4.0%
COc1ccc(S(=O)(=O)N2CCN(C)CC2)cc1NC(=O)c1ccccc1	-9.7%	-12.0%	-2.3%
COc1ccc(C(=O)C2CCCN(C(=O)c3cc(C)nc(C)n3)C2)cc1OC (centres undefined)	-16.0%	-15.9%	-3.3%
O=C(c1csnn1)N1CCC2(CC1)CN(Cc1cc(C(F)(F)F)cc(C(F)(F)F)c1)C2	20.3%	-29.2%	0.4%
ON=C(CCc1ccccc1)CCc1ccccc1	-5.5%	-10.3%	x
CCOC(=O)N1CCN(CC(O)COC2CC(C)CCC2C(C)C)CC1 (centres undefined)	u	u	-17.1%
O=C(c1ccco1)N1CCN(C(=O)c2ccc(COc3ccc(F)cc3)o2)CC1	u	u	-14.4%
O=[N+]([O-])c1ccccc1S(=O)(=O)Nc1cccc(-c2ccc(N3CCCC3)nn2)c1	-6.3%	-13.6%	-7.6%
Other entries.
SMILES	TDP1 cell CPT	TDP1 cell noCPT	GCN5L2 inh
CC(=O)C[C@@H](O)CC(=O)[C@H]1OC(=O)[C@@H](C)C/C=C\Cc2ccccc21	11.1%	-2.2%	-0.5%
CCN1CCN(C(=O)c2c(-c3c(F)cccc3Cl)noc2C)CC1	-3.8%	-21.1%	-4.6%
Cc1cnc(CNC(=O)CC2C(=O)NCCN2Cc2ccccc2F)cn1 (centres undefined)	1.2%	9.7%	0.9%
COc1ccc(N2C(=O)CS(=O)(=O)C23C(=O)N(Cc2cccc(F)c2)c2ccccc23)cc1OC (centres undefined)	-23.6%	u	-28.7%
O=C(O)c1cc(S(=O)(=O)NCCN2CCNC2=O)ccc1O	u	20.2%	-6.1%
CCCN1CCC(NC(=O)CCc2nnc(-c3ccccc3)o2)CC1	-5.7%	-1.8%	u
Cc1cc(C)c(NC(=O)Cn2c(=O)n(CCCCC(=O)NCc3ccccc3Cl)c(=O)c3ccccc32)c(C)c1	u	u	-2.8%
CCOc1cc(C2C3=C(CCCC3=O)OC3=C2C(=O)CCC3)cc([N+](=O)[O-])c1O	-6.9%	-2.5%	12.6%
CC1CCN(S(=O)(=O)c2ccc(NC(=O)CSc3nnnn3C)cc2)CC1	-14.6%	-17.0%	-4.9%
CC(=O)N(CC(=O)Nc1nn(-c2ccccc2)nc1C(N)=O)Cc1ccccc1	-13.7%	-6.2%	-4.1%
O=C(O)C1CCCN1C(=O)Nc1ccc(Cl)cc1 (centres undefined)	-3.1%	-3.2%	-1.2%
CS(=O)(=O)N1CCN(c2ncccn2)CC1	-5.6%	0.0%	0.0%
Cc1nc2ccccc2c2oc(C(=O)N3CCN(c4ccc([N+](=O)[O-])cc4)CC3)cc12	u	u	1.3%
CC1(O)c2ccccc2C(=O)N1Cc1ccccc1 (centres undefined)	-8.5%	-0.3%	-1.2%
O=C(CN(C(=O)CNS(=O)(=O)c1ccccc1)c1ccc(F)cc1)NCc1ccco1	18.3%	1.6%	-0.4%
c1cnc(-c2noc(CN3CCN(C4CCCC4)CC3)n2)cn1	-2.2%	17.5%	1.1%
CC(=O)Nc1ccc(S(=O)(=O)Nc2cccc3cccnc23)cc1	-4.4%	-20.0%	-6.6%
CC1CCN(C(=O)CSc2ccc(-c3ccc4c(c3)OCCO4)nn2)CC1	-14.8%	-26.5%	-6.8%
COCCOC(=O)C1=C(C)NC(=S)NC1c1cccs1 (centres undefined)	2.1%	11.3%	-23.2%
CC(C)Oc1ccc(CNC(=O)c2ccc(CN3CC(=O)N4CCCCC4C3=O)cc2)cc1 (centres undefined)	0.4%	-3.6%	-0.3%
Cc1cc(Cl)ccc1NC(=O)CN1C(=O)COc2ccc(S(=O)(=O)N3CCC(C)CC3)cc21	-16.5%	-7.8%	2.1%
COc1ccc(CNC(=O)CCc2c(C)nc3cc(-c4ccc(OC)cc4OC)nn3c2C)cc1	u	u	-3.3%
CC(Cl)C(=O)Nc1cc(C(C)(C)C)nn1-c1ccccc1 (centres undefined)	1.6%	-12.7%	-3.6%
CCOC(=O)NC(NC(=O)OCC)C(=O)c1ccc(F)cc1	-1.7%	-9.0%	-1.3%
Cc1cc(C)cc(NC(=O)Cn2nnc(C(=O)NCCc3ccccc3)c2N)c1	-2.6%&-2.7%	6.1%&-2.3%	-6.9%&-1.4%

7 consecutive entries already listed, for reference:
SMILES	TDP1 cell CPT	TDP1 cell noCPT	GCN5L2 inh
CC(=O)C[C@@H](O)CC(=O)[C@H]1OC(=O)[C@@H](C)C/C=C\Cc2ccccc21	11.1%	-2.2%	-0.5%
CCN1CCN(C(=O)c2c(-c3c(F)cccc3Cl)noc2C)CC1	-3.8%	-21.1%	-4.6%
Cc1cnc(CNC(=O)CC2C(=O)NCCN2Cc2ccccc2F)cn1 (centres undefined)	1.2%	9.7%	0.9%
COc1ccc(N2C(=O)CS(=O)(=O)C23C(=O)N(Cc2cccc(F)c2)c2ccccc23)cc1OC (centres undefined)	-23.6%	u	-28.7%
O=C(O)c1cc(S(=O)(=O)NCCN2CCNC2=O)ccc1O	u	20.2%	-6.1%
CCCN1CCC(NC(=O)CCc2nnc(-c3ccccc3)o2)CC1	-5.7%	-1.8%	u
Cc1cc(C)c(NC(=O)Cn2c(=O)n(CCCCC(=O)NCc3ccccc3Cl)c(=O)c3ccccc32)c(C)c1	u	u	-2.8%

(listing goes on)
SMILES	TDP1 cell CPT	TDP1 cell noCPT	GCN5L2 inh
COc1ccc(NC(=O)C(c2ccncc2)n2c(=O)c(-c3ccco3)nc3ccccc32)cc1 (centres undefined)	u	23.1µM*	x
CC1CCCCC1NC(=O)CSc1ccc([N+](=O)[O-])cc1 (centres undefined)	-6.2%	-10.9%	-4.8%
Clc1ccc(CNc2ccc(CNc3ncn[nH]3)cc2)c(Cl)c1	-29.1%	u	-5.6%
O=C(c1ccccc1)c1ccccc1N1C(=O)C=CC1=O	0.731µM*	1.64µM*	u
O=C(CCC1N=C2c3ccccc3N=C(SCC(=O)Nc3ccccc3F)N2C1=O)NCc1ccco1 (centres undefined)	-2.1%	-11.8%	-7.4%
COc1ccc2[nH]c(C)c(C(=O)CN(C)CC3OCCO3)c2c1	-19.5%	u	-28.7%
CCN1CCN(CCNC(=O)c2ccc(/C=C3/Sc4ccccc4N(Cc4cccc(Cl)c4)C3=O)cc2)CC1	18.4µM*	18.4µM*	-4.2%
Cc1cc(C)c2[nH]c(=O)c(CN(Cc3ccco3)C(=O)C3CCCO3)cc2c1 (centres undefined)	u	-20.7%	-0.2%
CCOc1cc(NS(=O)(=O)c2ccc(OC)cc2)c(OCC)cc1NC(C)=O	-0.9%	-14.7%	4.0%
CCSc1sccc1C1C(C#N)=C(N)N(c2cccnc2)C2=C1C(=O)CC(C)(C)C2 (centres undefined)	-28.5%	-16.3%	-4.3%
Nc1nc(CSc2ccccn2)nc(Nc2ccccc2)n1	-16.1%	-13.4%	-2.0%
COCCNC(=O)CN1C(=O)c2cccc3cccc1c23	1.7%	-0.8%	-11.0%
O=C(O)c1cc(=O)c2cc(Cl)ccc2o1	-5.3%	3.1%	x
CC(=O)NC12CC3CC(C1)CC(C(=O)Nc1nc4ccc(S(C)(=O)=O)cc4s1)(C3)C2	-6.1%	-17.2%	0.3%
CCN(CC(=O)Nc1ccccc1C(F)(F)F)C(=O)CCS(=O)(=O)c1ccc(C)cc1	-10.0%	-6.4%	-2.0%
Cc1ccc(N2C(=O)C3C4CC(=O)C(c5ccccc54)C3C2=O)cc1 (centres undefined)	-9.8%	-6.8%	-7.4%
COc1cccc(N2CC(C(=O)Nc3ccc(C(=O)OC(C)C)cc3)CC2=O)c1 (centres undefined)	u	u	-2.4%
CC1CC(C)CN(c2cc(N(C)CCO)c([N+](=O)[O-])c3nonc23)C1 (centres undefined)	0.7%	u	1.8%
Cc1nc([N+](=O)[O-])cn1CCC#N	9.3%	26.4%	-0.8%
CN1CC(=O)NC1=NC(=O)c1cc(F)c(F)cc1Cl	0.1%	-27.1%	-1.7%
COc1ccc(NC(=O)N(CCC(C)C)C(C)c2ccccn2)c(OC)c1 (centres undefined)	23.1µM*	u	-3.3%
CSc1ccc(/C=C2/C(C)=C(CC(=O)O)c3cc(F)ccc32)cc1	-21.2%	-7.2%	u
COc1cccc(-n2c(SCC(=O)Nc3ccc(F)cc3F)nc3c([nH]c4ccccc43)c2=O)c1	u	u	-1.6%
Cc1ccc(CCSc2ccc(F)cc2)cn1	0.8%	u	-9.0%
COc1ccccc1OCCNC(=O)c1ccc(C)c(S(=O)(=O)N2CCOCC2)c1	u	u	0.2%
Cc1cc(C)cc(N(C(=O)C(F)(F)F)C(C(=O)NC2CCCCC2)c2cccs2)c1 (centres undefined)	-26.0%	-7.6%	u
Cc1ccc(N(C(C)C(=O)Nc2ccc(S(=O)(=O)N3CCOCC3)cc2)S(C)(=O)=O)cc1 (centres undefined)	u	3.1%	-4.5%
Cc1onc(-c2ccccc2Cl)c1C(=O)NCCN1CCOCC1	-9.0%	u	-29.1%
CCCC(C)c1oc(=O)cc(O)c1C (centres undefined)	-8.4%	-12.4%	-3.2%

Looked up by compound from above:
SMILES	TDP1 cell CPT	TDP1 cell noCPT	GCN5L2 inh
Cc1nc([N+](=O)[O-])cn1CCC#N	9.3%	26.4%	-0.8%
Cc1cc(C)cc(N(C(=O)C(F)(F)F)C(C(=O)NC2CCCCC2)c2cccs2)c1 (centres undefined)	-26.0%	-7.6%	u
CCN1CCN(CCNC(=O)c2ccc(/C=C3/Sc4ccccc4N(Cc4cccc(Cl)c4)C3=O)cc2)CC1	18.4µM*	18.4µM*	-4.2%
